# Source: PubChem (National Center for Advancing Translational Sciences (NCATS))
# ERG Ets-DNA blk: blocks human ERG Ets domain binding to DNA; hit rate 0.028% among 370,000; fluorescence polarization, His-ERG Ets domain / labelled DNA; Potency, µM (titrated, usually from 76.9 µM), for the others: top-dose FP activity, negative = inhibition, usual class: inhibitors; P11308; AID 624246; active = well fitted inhibition curve with a large enough effect in the polarisation, with a control signal flat; inconclusive = small, poorly fitted or top-dose-only effect, or effect the other way, or a change in a side signal; inactive = no such curve, though single readings can be large or run the other way; the % refers to the polarisation;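 also: polarization taken with two DNA probes labelled with fluorescein and Texas red; potency is read from the fitted curve at half-maximal effect; % of control where 0% means no effect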
# Target sequence (P11308 whole entry, looked up, the tested form may be a part): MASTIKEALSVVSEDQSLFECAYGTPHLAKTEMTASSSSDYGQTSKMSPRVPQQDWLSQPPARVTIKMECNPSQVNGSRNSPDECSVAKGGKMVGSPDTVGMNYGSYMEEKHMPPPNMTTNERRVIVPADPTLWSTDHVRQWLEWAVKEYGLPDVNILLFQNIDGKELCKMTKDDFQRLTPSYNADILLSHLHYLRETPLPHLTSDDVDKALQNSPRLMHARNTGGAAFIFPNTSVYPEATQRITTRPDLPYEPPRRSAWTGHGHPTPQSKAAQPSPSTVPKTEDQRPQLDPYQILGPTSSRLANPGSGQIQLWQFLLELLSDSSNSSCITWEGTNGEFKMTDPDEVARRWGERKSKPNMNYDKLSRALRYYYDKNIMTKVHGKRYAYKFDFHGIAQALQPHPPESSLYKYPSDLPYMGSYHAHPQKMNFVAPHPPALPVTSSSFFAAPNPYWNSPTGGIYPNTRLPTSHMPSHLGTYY
#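 His-tagged ERG Ets domain (1 uM in the protein solution; 300mM KCl, 50mM Tris-HCl, 1mM EDTA, 1mM DTT, pH 7.5) received compound, then a probe mix of 5 nM fluorescein-DNA and 100nM Texas-615-DNA. Fluorescence polarization was read for both dyes.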
# JMJD2A Tudor inh: blocks the human JMJD2A Tudor domain. Potency, µM (doses to about 114 µM), for the others: at the top dose activity change, negative = inhibition, hits mostly inhibitors. AID 504339. O75164. hit rate 4.4% among 390,000. AlphaScreen JMJD2A-Tudor / H3K4me3 peptide binding; also: potency is read from the fitted curve at half-maximal effect; % is scaled to controls: 0 for no effect and ±100 for the full control effect; nearly all actives have a fitted effect of over 50% in size
# HP1b chromo inh: blocks HP1-beta chromodomain binding to methylated histone tails | P83916 | AlphaScreen HP1-beta / biotin-H3K9me3 peptide binding | Potency, µM (titrated, usually from 114 µM), for the others: at the top dose activity change, negative = inhibition, usual class: inhibitors | hit rate 0.56% among 390,000 | AID 540317; also: potency is read from the fitted curve at half-maximal effect; nearly all actives have a fitted effect of over 70% in size; inactives centre near 23
# Target sequence (P83916 whole entry, looked up): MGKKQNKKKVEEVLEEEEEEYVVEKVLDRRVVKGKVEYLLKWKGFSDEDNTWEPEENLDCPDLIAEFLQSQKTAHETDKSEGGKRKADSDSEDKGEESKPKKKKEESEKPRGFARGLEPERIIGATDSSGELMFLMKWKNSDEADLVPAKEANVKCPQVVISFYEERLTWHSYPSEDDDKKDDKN
#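 Compound inhibition of the preformed complex between 50 nM HP1-beta and 50 nM biotinylated H3K9me3 peptide was read by AlphaScreen. Buffer was PBS pH 7.4 with 0.01% Tween-20. Incubations ran 30 min at room temperature, with 10 ug/mL donor/acceptor beads.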
# Pin1 inh: inhibitors of human Pin1 | Q13526 | Pin1 FP peptide displacement, HiFluor488, 10 min | Potency, µM (doses to about 115 µM), for the others: top-dose activity, negative = inhibition, most hits filed as inhibitors | hit rate 0.009% among 390,000; active = well fitted inhibition curve with a large enough effect in the polarisation, with a control signal flat, not every such curve was filed as active; inconclusive = small, poorly fitted or top-dose-only effect, or effect the other way, or a change in a side signal; inactive = no such curve, though single readings can be large or run the other way; the % refers to the polarisation; also: potency is read from the fitted curve at half-maximal effect; % is scaled to controls: 0 for no effect and ±100 for the full control effect
# Target sequence (Q13526 whole entry, looked up): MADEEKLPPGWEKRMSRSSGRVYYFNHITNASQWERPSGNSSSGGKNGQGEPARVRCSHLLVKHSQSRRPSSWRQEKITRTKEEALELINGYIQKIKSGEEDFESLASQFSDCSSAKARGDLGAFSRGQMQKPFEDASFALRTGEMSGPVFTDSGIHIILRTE
# PGK inhibitor: T. brucei PGK inhibition; PGK/GAPDH coupled, Kinase-Glo luminescence, 60 min; hit rate 0.043% among 380,000; Potency, µM (highest dose often 57.5 µM), without a hit: top-dose activity change, negative = inhibition, actives largely listed as inhibitors; P07378; also: potency is read from the fitted curve at half-maximal effect; % is scaled to controls: 0 for no effect and ±100 for the full control effect; nearly all actives have a fitted effect of over 60% in size
#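 Recombinant glycosomal PGK reaction used 1,3-bisphosphoglycerate generated in-well by GAPDH (100nM final) in 100mM TEA pH 7.6, 5mM MgCl2, 0.01% Tween-20. After 60 minutes at room temperature, ATP was read by Kinase-Glo Plus luminescence end-point.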
# GLS inh: glutaminase GLS (human) inhibition. AID 624170. O94925. Potency, µM (highest dose often 45.5 µM), inactives show top-dose activity change, negative = inhibition, most hits filed as inhibitors. hit rate 0.21% among 410,000. GLS enzymatic activity, qHTS titration; also: potency is read from the fitted curve at half-maximal effect; % is scaled to controls: 0 for no effect and ±100 for the full control effect
#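 Human kidney-isoform GLS in 45 mM KH2PO4 pH 8.2, 0.02% Tween-20, with compound, started with 1mM L-Glutamine (added stock). Glutamate oxidase/HRP/Amplex red coupled fluorescence read at start and after 30 min at RT.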
# PI4K2A inh: blocks human PI4K2A kinase activity | purified PI4K2A, ADP-Glo luminescence, 1 h; hits give low values | activity change, negative = inhibition, % at 76.9 µM | AID 1346378 | Q9BTU6 | hit rate 0.13% among 420,000; in the data active = activity change below about -50%; inconclusive = mostly about -30% to -49%;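 also: -100% = wells without enzyme as full effect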
#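 PI4K2A activity was measured by ADP-Glo luminescence: enzyme (4 ug/mL stock) and phosphatidylinositol (1.2 mM stock) in Tris pH 7.5/MgCl2/EGTA/Triton X-100 buffer were reacted with ATP (300 microM stock) for one hour at ambient temperature.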
# G9a block: inhibitors of human histone lysine methyltransferase G9a; hit rate 8.8% among 350,000; Q96KQ7; Potency, µM (doses to about 102 µM), inactives show at the highest dose activity, negative = inhibition, actives largely listed as inhibitors; AID 504332; G9a H3K9 monomethylation, AlphaScreen, 2 h; also: potency is read from the fitted curve at half-maximal effect; % is scaled to controls: 0 for no effect and ±100 for the full control effect; nearly all actives have a fitted effect of over 75% in size
#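 Quantitative HTS format: methyltransferase activity on a biotin-tagged H3K9 peptide is measured by AlphaScreen, using a rabbit anti-monomethyl-H3K9 antibody with streptavidin donor and anti-IgG acceptor beads. Final levels are 20 nM enzyme, 500 nM peptide, 20 uM SAM; 2 h RT.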
# BAZ2B inh: blocks human BAZ2B. hit rate 4.4% among 360,000. AlphaScreen BAZ2B-H3K14Ac peptide displacement. Potency, µM (series often up to 114 µM), for inactives: at the top dose activity change, negative = inhibition, most hits filed as inhibitors. AID 504333. Q9UIF8; also: potency is read from the fitted curve at half-maximal effect; % is scaled to controls: 0 for no effect and ±100 for the full control effect; nearly all actives have a fitted effect of over 60% in size
#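 AlphaScreen displacement: compounds (up to 110uM) incubated 30 min at room temperature with a preformed 50 nM BAZ2B/50 nM biotinylated H3K14Ac peptide complex in PBS pH 7.4 with Tween-20. Donor and acceptor beads at 10 ug/mL final added, 20 min light-protected before reading.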
# * hit, by the source's call; i = inactive; ? = inconclusive; · = not tested or not shown; & = joins results of further samples; [ ] = dose if it differs, or a comment. Unless noted, calls follow the shape of the dose curve; as a rule, active = well fitted curve in the direction sought with a large enough effect; inconclusive = small, poorly fitted or top-dose-only effect, or another doubt; inactive = no such curve, though single readings can be large; an effect the other way counts as inactive or inconclusive.
SMILES,ERG Ets-DNA blk,JMJD2A Tudor inh,HP1b chromo inh,Pin1 inh,PGK inhibitor,GLS inh,PI4K2A inh,G9a block,BAZ2B inh
O=C(CSc1nnc(Cc2cccs2)n1CCc1ccccc1)N1CCCc2ccccc21,3%,-24%,10%,22%,0%,-1%,2,-4%[12.7 µM],7%
Cc1cc(C)c(S(=O)(=O)c2ccc(Cl)cc2)c(=O)[nH]1,-2%,1%,18%,-1%,5%,-5%,7,15%,-4%
Cc1cc(C)n(CC(O)Cn2ccc3ccccc32)n1 (stereo unspecified),0%,-5%,55%[activator],-5%,1%,2%,1,7%[59 µM],3%
O=C(O)C(CCc1ccccc1)N1C(=O)c2ccccc2C1=O (stereo unspecified),18%,-1%,30%,-10%,5%,11%,-1,·,·
O=C1c2ccccc2NC2CCCCCN12 (stereo unspecified),-3%,0%,35%,1%,-5%,-1%,1,-40%[59 µM],-4%
CCCC(C(=O)NC1CCCC1)N(Cc1ccc(OC)cc1)C(=O)c1snc(C(N)=O)c1N (stereo unspecified),0%,-4%,25%[57 µM],3%,2%,6%,0,-4%[59 µM],0%
N#Cc1cccc(NC(=O)CSc2ccccc2)c1,13%,2%,32%,11%,·,0%,-3,7%[59 µM],5%
CCN(CC)CCCN1C(=O)C(=O)/C(=C(/O)c2ccc(OC)cc2)C1c1ccco1 (stereo unspecified),2%,10%,13%,-4%,-3%,-7%,2,·,·
CCOC(=O)c1ccc(NC(=O)c2ccc(CN3CCc4ccccc4C3)cc2)cc1,7%,-14%,3%,2%,i,5%,-2,?,10%
COC(=O)c1cccc(NC(=O)CSc2nnc(C)n2Cc2ccccc2)c1,-2%,-12%,37%,-3%,3%,0%,4,-6%,0%

# Some values from the results shown:
# GLS inh with O=C(CSc1nnc(Cc2cccs2)n1CCc1ccccc1)N1CCCc2ccccc21 : -1%
# BAZ2B inh with O=C1c2ccccc2NC2CCCCCN12 (stereo unspecified) : -4%

# Next records.
SMILES,ERG Ets-DNA blk,JMJD2A Tudor inh,HP1b chromo inh,Pin1 inh,PGK inhibitor,GLS inh,PI4K2A inh,G9a block,BAZ2B inh
COc1cccc(Nc2nc(CC(C)=O)ns2)c1,-2%,-5%,34%,?,0%,14%,-9,-17%[12.7 µM],-1%[57.1 µM]
COc1cc(C(=O)NCCNc2nc3c(C)c(C)ccc3cc2C#N)cc(OC)c1OC,-2%,-14%,24%,2%,5%,2%,3,24%,0%
CC1CCCN(C(=O)C2CCN(CC(C)c3ccccc3)CC2)C1 (stereo unspecified),-4%,3.5µM*,?,5%,-5%,5%,-13,?,-28%
COc1ccc(C)cc1S(=O)(=O)Nc1ccc2c(c1)OCCO2,-6%,-4%,43%[activator],0%,i,13%,8,13%[0.501 µM],-29%
CC(C)n1cc(/C=N/NC(=O)COc2cccc3cccnc23)c2ccccc21,?,-30%,29%,?,-6%,100%[activator],-1,45µM*,9%
COc1cccc(CNC(=O)CSc2ncc(S(=O)(=O)c3ccc(Br)cc3)c(=O)[nH]2)c1,1%,-6%,28%,1%,-7%,7%,-5,-4%[59 µM],1%
Cc1cc(Cc2ccc(N)c(C)c2)ccc1N,-5%,-36%,-18%,-4%,2%,31%[activator],1,?,?
CC(OC(=O)Cc1c(F)cccc1Cl)C(=O)NCCC1=CCCCC1 (stereo unspecified),1%,12%,58%[activator],4%,2%,0%,0,1%[59 µM],14%
COc1ccc(Cc2nnc(N/N=C/c3ccc(C)o3)[nH]c2=O)cc1,1%,-14%,49%[activator],-6%,-3%,-15%,6,-1%,?
O=C(c1ccccc1)c1ccccc1N1C(=O)C=CC1=O,1%,18µM*,11µM*,9%,-3%,?,4,0.79µM*,-28%
COCCCNC(NC(=O)c1ccc(Br)cc1)C(Cl)(Cl)Cl (stereo unspecified),0%,-12%,-1%,-1%,-5%,0%,-8,25%,4%
C=CCn1c(SCc2nc3sc(C(=O)O)c(C)c3c(=O)[nH]2)nnc1-c1ccc(C(C)(C)C)cc1,0%,28µM*,-19%,-14%,-17%,-25%,-4,14µM*,50µM*
COc1ccc(CC(=O)NCC(c2cccs2)S(=O)(=O)c2ccc(F)c(C)c2)cc1 (stereo unspecified),-1%,3%,27%,-8%,i,12%,4,8%[12.7 µM],-3%
Cc1cc(C)n(C2CC(=O)N(c3ccc(Cl)c(Cl)c3)C2=O)n1 (stereo unspecified),-3%,-3%,43%[activator],2%,-8%,2%,5,?,-1%
CC(=O)NCCNC(=O)CCCc1nnc2n(CC(C)C)c(=O)c3sccc3n12,-1%,1%,20%,5%,7%,-12%,-1,-29%[59 µM],-15%
CN(c1ccc(C(=O)NCCSC(C)(C)C)cc1)S(C)(=O)=O,4%,18%[57.1 µM],12%,4%,0%,2%,3,7%[59 µM],4%
COC(=O)c1cccc(NS(C)(=O)=O)c1,2%,-2%,23%,6%,-3%,2%,0,·,-1%
CN(CC(=O)O/N=C(\N)c1ccc([N+](=O)[O-])cc1)S(=O)(=O)c1ccccc1,1%,?,9%,2%,-6%,-3%,-2,19%[12.7 µM],-34%
Cn1c(N=Cc2ccc([N+](=O)[O-])cc2)c(N)c(=O)n(C)c1=O,-1%,-20%,9%,?,-4%,12%,-8,·,·
COc1cc(CNC(=O)c2cc(C(=O)NCc3cc(OC)cc(OC)c3)n(C)n2)cc(OC)c1,6%,-12%,11%,-4%,-1%,2%,0,?,-13%
COc1ccccc1NC(=O)CCC(=O)N1CC(C)Oc2ccc(C)cc21 (stereo unspecified),-1%&-1%,-27%&5%,12%&42%,7%&20%,0%,-2%&2%,1&6,?,-4%&-3%
CCN1CCCC1CNC(=O)C(=O)NC1CC1 (stereo unspecified),2%,-2%,27%,-4%,-4%,18%,1,-27%,-20%
O=S(=O)(NCC(c1ccco1)N1CCCCC1)c1ccccc1C(F)(F)F (stereo unspecified),10%,-15%,4%,-14%,-1%,-5%,-8,-5%[12.7 µM],7%
Cc1c(NC(=O)COc2cccc(F)c2)c(=O)n(-c2ccccc2)n1C,-14%,-8%,18%,0%,-9%,-3%,0,13%[59 µM],-4%
CCCC1(C(=O)OC)NC(c2ccc(OC)c(OC)c2)C2C(=O)N(c3ccc4c(c3)OCO4)C(=O)C21 (stereo unspecified),-3%,-10%,27%,-8%,-1%,6%,-2,?,-3%
COc1ccc(CCNC(=O)C(C)c2ccc([N+](=O)[O-])cc2)cc1 (stereo unspecified),-6%,-13%,29%,0%,0%,13%,-2,-40%,-13%
Cc1ccc(NC(=O)CN(C)CC(=O)Nc2cccc(F)c2)cc1S(=O)(=O)N1CCCCCC1,4%,18µM*,?,7%,-2%,-3%,13,5.6µM*,50µM*
Cn1nnc2c(N3CCN(c4ccccc4F)CC3)ncnc21,-11%,-7%,26%,-4%,-3%,2%,-1,-7%[59 µM],-7%
CCOC(=O)N1N=C(c2ccc(C)cc2)CC1(O)C(F)(F)F (stereo unspecified),·,-16%,26%,-8%,1%,-1%,-2,11%[12.7 µM],-1%
O=C(NNC1=NS(=O)(=O)c2ccccc21)c1ccc(Cl)cc1,6%,-11%,32%,2%,0%,7%,-1,-46%,-6%
Cc1ccc(Nc2nc(Cl)nc(NC(C)(C)C)n2)cc1,-8%,-12%,43%[activator],6%,-2%,-2%,-4,·,-4%

# Entries listed so far with a Cl atom:
SMILES,ERG Ets-DNA blk,JMJD2A Tudor inh,HP1b chromo inh,Pin1 inh,PGK inhibitor,GLS inh,PI4K2A inh,G9a block,BAZ2B inh
Cc1cc(C)c(S(=O)(=O)c2ccc(Cl)cc2)c(=O)[nH]1,-2%,1%,18%,-1%,5%,-5%,7,15%,-4%
CC(OC(=O)Cc1c(F)cccc1Cl)C(=O)NCCC1=CCCCC1 (stereo unspecified),1%,12%,58%[activator],4%,2%,0%,0,1%[59 µM],14%
COCCCNC(NC(=O)c1ccc(Br)cc1)C(Cl)(Cl)Cl (stereo unspecified),0%,-12%,-1%,-1%,-5%,0%,-8,25%,4%
Cc1cc(C)n(C2CC(=O)N(c3ccc(Cl)c(Cl)c3)C2=O)n1 (stereo unspecified),-3%,-3%,43%[activator],2%,-8%,2%,5,?,-1%
O=C(NNC1=NS(=O)(=O)c2ccccc21)c1ccc(Cl)cc1,6%,-11%,32%,2%,0%,7%,-1,-46%,-6%
Cc1ccc(Nc2nc(Cl)nc(NC(C)(C)C)n2)cc1,-8%,-12%,43%[activator],6%,-2%,-2%,-4,·,-4%
